# High-throughput results as filed in PubChem BioAssay.
# TRPC4 PAM = allosterically enhances the mouse TRPC4 cation channel. HEK293 TRPC4beta/mu-opioid, DAMGO EC20, Fluo-4 Ca2+ flux; hits give high values. B-score at 10 µM. 310,000 compounds, 0.42% hits;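 active means B-score of calcium response area above 5 SD of library B-scores, with initial fluorescence ratio within 5 SD of library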;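 further: B-score of integrated fluorescence ratio over time as area under calcium response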
# RGS4 block = human RGS4 inhibition | B-score at 10 µM | P49798 | AID 463165 | HEK293 M3R/RGS4 inducible, Fluo-4 calcium flux; hits give high values; triggered by carbachol at its EC20 | 310,000 compounds, 0.45% hits;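 active means B-score, a plate-corrected calcium signal, over three deviations above library mean, with baseline fluorescence within five deviations of library mean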;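 further: RGS4 expression induced by doxycycline in cells with stable M3 receptor; B-score is computed from the integrated fluorescence ratio over baseline after carbachol; higher B-score means a larger calcium signal and so more RGS4 inhibition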
# Target sequence (P49798 whole entry, looked up): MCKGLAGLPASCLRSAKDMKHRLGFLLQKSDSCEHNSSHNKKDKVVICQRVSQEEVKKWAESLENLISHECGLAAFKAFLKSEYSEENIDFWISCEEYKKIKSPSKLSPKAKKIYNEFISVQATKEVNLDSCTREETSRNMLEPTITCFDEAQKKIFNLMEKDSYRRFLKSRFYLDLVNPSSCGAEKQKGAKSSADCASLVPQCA
# TMEM16A inh = mouse TMEM16A channel inhibition, primary screen; HEK293 TMEM16A/YFP iodide influx fluorescence, ionomycin; normalized B-score (activity score, 25-100; higher = stronger inhibition) at 10 µM; 310,000 compounds, 1.2% hits;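 active means ratio plate-corrected score three or more library SD toward inhibition, starting fluorescence score within five deviations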;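 further: score derived from kinetic fluorescence span divided by baseline fluorescence per well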
# ANO1 activ = activates or potentiates the mouse TMEM16A chloride channel | 340,000 compounds, 0.3% hits | B-score at 10 µM | HEK293 TMEM16A/YFP-H148Q/I152L, iodide quench fluorescence; hits give low values | AID 623877 | Q8BHY3;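 active means fluorescence-ratio B-score plate-corrected deviation score at least 3 library SD below zero, with starting fluorescence score within 5 deviations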;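 further: channel opened by trigger with iodide after compound preincubation; score built on the fluorescence ratio of max minus min over baseline; more negative score means more quench and so TMEM16A activation or potentiation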
# TRPC6 inhibitor = blocks the mouse TRPC6 cation channel; Q61143; HEK293-TRPC6, membrane potential dye, ACh-evoked depolarization; hits give low values; B-score at 10 µM; 310,000 compounds, 1.1% hits; AID 2553;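 active means B-score under library mean minus 3 SD, initial fluorescence not abnormally high, positive integrated signal ratio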;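 further: B-score derived from integrated fluorescence ratio over the kinetic read; more negative B-score means stronger inhibition of depolarization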
# TRPC4 block = inhibitors of mouse TRPC4 channel. Q9QUQ5. HEK293 TRPC4beta/mu-opioid, DAMGO-evoked Fluo4 calcium flux; hits give low values. B-score at 10 µM. 300,000 compounds, 0.39% hits;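 active means B-score over 3 SD under the library average, no early fluorescence shift, positive overall ratio signal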
#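 Assay system: Stable TRPC4beta/mu-opioid receptor HEK293 cells | Reagent: DAMGO in two steps, submaximal then maximal | Compound dosing: Single concentration per test compound | Signal: Fluo4 Ca2+ flux fluorescence | Evaluation: Per-well B score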
# TRPC6 activator = activators of mouse TRPC6 channel | AID 2550 | HEK293-TRPC6 membrane potential dye fluorescence; hits give high values | 310,000 compounds, 0.13% hits | B-score at 10 µM | Q61143;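 active means B-score of the integrated fluorescence ratio above library mean plus 3 SD, and starting fluorescence ratio within library mean plus 5 SD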;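 further: higher score means more depolarization so channel activation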
# MrgX1 allo act = allosterically activates human MrgX1 receptor signaling. Q96LB2. MrgX1-HEK293, Fluo-4 calcium flux, FDSS; hits give high values. B-score at 10 µM. 310,000 compounds, 0.63% hits. AID 588675;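 active means plate-corrected calcium response at least 3 library SD above typical, normal starting fluorescence, not activating the receptor alone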;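 further: compound read alongside a low EC10 to EC30 dose of BAM8-22 agonist; peak minus trough fluorescence over baseline measured at the second addition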
# Target sequence (Q96LB2 whole entry, looked up): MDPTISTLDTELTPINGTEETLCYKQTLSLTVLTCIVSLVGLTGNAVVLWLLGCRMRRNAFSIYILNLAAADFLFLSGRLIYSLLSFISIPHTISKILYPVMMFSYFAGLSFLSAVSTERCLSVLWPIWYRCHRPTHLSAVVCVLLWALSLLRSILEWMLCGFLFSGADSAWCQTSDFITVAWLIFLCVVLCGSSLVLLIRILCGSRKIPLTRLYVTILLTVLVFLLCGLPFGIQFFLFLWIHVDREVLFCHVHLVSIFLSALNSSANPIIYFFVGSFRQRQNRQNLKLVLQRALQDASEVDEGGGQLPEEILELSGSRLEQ
# MrgX1 antagonist = human MrgX1 receptor antagonism, primary screen; MRGX1-HEK293 calcium flux, Fluo-4, BAM8-22 antagonism; hits give low values; 310,000 compounds, 1.3% hits; B-score at 10 µM;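 active means calcium-response B-score plate-corrected more than 3 library SD below zero, starting fluorescence within 5 deviations, no agonist response on first addition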;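 further: peak minus trough fluorescence over baseline after final BAM8-22 challenge near maximal dose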
# MrgX1 ag = activates human MrgX1 receptor signaling; B-score at 10 µM; AID 588627; Q96LB2; 310,000 compounds, 0.44% hits; MrgX1-HEK293 cells, Fluo-4 calcium fluorescence, agonist mode; hits give high values;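 active means calcium response B-score plate-corrected fluorescence ratio at least 3 library SD, with starting fluorescence B-score inside 5 SD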
#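 Material: HEK293 cells stably expressing human MrgX1 receptor | Quantity: 15,000 cells per well | Times: Cells plated overnight, dye loaded 0.5 h 37 °C, 0.5 h room temperature | Measured by: Kinetic Fluo-4 NW fluorescence of intracellular calcium | Control set: Positive and negative controls per plate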
# TRPC4 agonist = TRPC4 (mouse) channel activation | 310,000 compounds, 0.49% hits | HEK293 TRPC4beta/mu-opioid, Fluo4 calcium fluorescence; hits give high values | B-score at 10 µM | AID 2237;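 active means B-score above 5 SD of library B-scores, and initial fluorescence ratio not above library mean plus 5 SD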;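 further: positive B-score marks a calcium rise read as TRPC4 activation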
#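 Assay system: HEK293 stable line with TRPC4beta plus mu-opioid receptor; schedule: 45 min room-temperature Fluo4 loading, 110 s read; technique: kinetic Fluo4 calcium fluorescence; evaluation: integrated baseline-normalised fluorescence ratio, converted to per-well B score; controls: buffer (low) and maximal DAMGO (high)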
# * = called active by the depositor; i = inactive; · = no result given.
SMILES,TRPC4 PAM,RGS4 block,TMEM16A inh,ANO1 activ,TRPC6 inhibitor,TRPC4 block,TRPC6 activator,MrgX1 allo act,MrgX1 antagonist,MrgX1 ag,TRPC4 agonist
Cc1c(OCC(=O)NCc2ccccn2)ccc2c3c(c(=O)oc12)CCCC3,i,i,i,i,i,i,i,i,i,i,i
O=C(O)C1=NN(c2ccccc2)C(=O)CC1,i,i,i,i,i,i,i,i,i,i,i
O=C(c1ccc(NS(=O)(=O)c2cccc3cccnc23)cc1)N1CCOCC1,i,i,i,i,i,i,i,i,i,i,i
CCCCOc1ccc(Cl)cc1CSc1nnc(CC)n1N,i,i,25*,i,i,i,i,i,i,i,i
O=C(NC(=O)c1ccncc1)NC(c1ccccc1)c1ccccc1,i,i,i,i,i,i,i,i,i,i,i
Cc1ccc(C(CC(=O)NCc2ccco2)c2ccc(OC(C)C)cc2)cc1 (configuration not stated),i,i,i,i,i,i,i,i,i,i,i
COc1nc(N)nc(N2CCOCC2)n1,i,i,i,i,i,i,i,i,i,i,i
Fc1ccccc1COc1ccc(/C=N/n2cnnc2)cc1,i,i,i,i,i,i,i,i,i,i,i
COc1ccc(S(=O)(=O)Nc2ccc(F)c(Cl)c2)cc1OC,i,i,i,i,i,i,i,i,i,i,i
CC(C)C(C)NC(=O)COc1nc2ccccc2nc1N(C)C1CCCCC1 (configuration not stated),i,i,i,i,i,i,i,i,i,i,i
CCCN=C(Nc1ccc(Cl)cc1)c1cccnc1,i,i,i,i,i,i,i,i,i,i,i
CC1(C(=O)N2CCOCC2)CCCCC1,i,i,i,i,i,i,i,i,i,i,i
Cc1ccc(NC(=O)NN2CCOCC2)cc1,i,i,i,i,i,i,i,i,i,i,i
Cc1cccc(Oc2sc(C(=O)c3ccccc3)c(N)c2C#N)c1,·,·,i,i,·,·,·,i,i,i,·
O=C(NCCc1ccccc1)C1CCN(S(=O)(=O)c2cccc3nonc23)CC1,i,i,i,i,i,i,i,i,i,i,i
CC1=CC2CC1C1C(=O)N(c3ccc(S(=O)(=O)Nc4nc(C)cc(C)n4)cc3)C(=O)C21 (configuration not stated),i,i,i,i,i,i,i,i,i,i,i
COC(=O)c1sccc1NC(=O)c1c(Cl)cccc1Cl,i,i,i,i,i,i,i,i,i,i,i
C/C(Nc1ccccc1C(F)(F)F)=C1/CCOC1=O,i,i,i,i,i,i,i,i,i,i,i
N=c1n(CCCOc2ccc(F)cc2)c2ccccc2n1CC(N)=O,i,i,i,i,i,i,i,i,i,i,i
CC1CCC(NC(=O)C2(C)CCC(=O)N2Cc2cccnc2)CC1 (configuration not stated),i,i,i,i,i,i,i,i,i,i,i
CCC(C)NC(=O)C1CC(c2ccc(OC)cc2)=NO1 (configuration not stated),i,i,i,i,i,i,i,i,i,i,i
CCOc1ccc(OCC)c(NC(=O)CC2Oc3ccccc3NC2=O)c1 (configuration not stated),i,i,i,i,i,i,i,i,i,i,i
COCCNC(=O)c1ccccc1NS(=O)(=O)c1ccc(C)c([N+](=O)[O-])c1,i,i,i,i,i,i,i,i,-4.5*,i,i
CCCNCc1cc(Cl)c(OCC)c(Cl)c1,i,i,i,i,i,i,i,i,i,i,i
Cc1cc(C(=O)CSc2nnc(-c3cccnc3)n2-c2ccccc2)c(C)n1CC1CCCO1 (configuration not stated),i,i,i,i,i,i,i,i,i,i,i
O=c1[nH][nH]c(C(F)(F)F)c1C=Nc1ccccc1Cl,i,i,i,i,i,i,i,i,i,i,i
CCC(=O)N1CCN(c2ccccc2NC(=O)c2cccc(C)c2)CC1,i,i,i,i,i,i,i,i,i,i,i
COC(=O)c1cnn2c(C)c(Cc3cccc(F)c3)c(C)nc12,i,i,i,i,i,i,i,i,i,i,i
Cc1ccc2nc(NC(=O)CS(=O)(=O)Cc3ccccc3)sc2c1,i,i,i,i,i,i,i,i,i,i,i
COc1ccccc1N(Cc1cc2cccc(C)c2[nH]c1=O)C(=O)C(C)C,i,i,i,i,i,i,i,i,i,i,i
Fc1ccc(-c2noc(C3CCN(Cc4cccnc4)CC3)n2)cc1,i,i,i,i,i,i,i,i,i,i,i
C#CCNC(=O)c1ccc(OCc2ccccc2)cc1Cl,i,i,i,i,i,i,i,i,i,i,i
Cc1ccc(-c2cc(C(=O)NC3CCCCC3)no2)cc1,i,i,i,i,i,i,i,i,i,i,i
CC1(/[N+]([O-])=C/c2ccc(F)cc2)CCCCC1=O (configuration not stated),i,i,i,i,i,i,i,i,i,i,i
COc1ccccc1NC(=O)NCc1ccc(C)n1C,i,i,i,i,i,i,i,i,i,i,i
Cc1cc(C)c2c(c1)/C(=C/C(=O)c1ccc(Br)s1)C(=O)N2,i,i,i,i,i,i,i,i,i,i,i
CC(C)OC(=O)c1c(N)n(CCCN2CCOCC2)c2nc3ccccc3nc12,i,i,i,i,i,i,i,i,i,i,i
COc1ccc(Nc2c3c(nc4ccccc24)CCCC3)cc1OC,i,i,i,i,-6*,i,i,i,i,i,i
Cc1nnc(SCC(=O)NNC(=O)C(C)C)[nH]c1=O,i,i,i,i,i,i,i,i,i,i,i
Cc1ccc(Cl)cc1N1CCN(C(=O)Cc2c(C(=O)O)[nH]c3ccc(Cl)cc23)CC1,i,i,i,i,i,i,i,i,i,i,i
CC(C)(C)c1nnc(NC(=O)Nc2ccc(Cl)cc2)s1,i,i,i,i,i,i,i,i,i,i,i
Nc1cc(N)nc(SCCOc2ccccc2)n1,i,i,i,i,i,i,i,i,i,i,i
COc1cccc(C(=O)COc2ccccc2N2C(=O)C3C4C=CC(C4)C3C2=O)c1 (configuration not stated),i,i,i,i,i,i,i,i,i,i,i
COC(=O)c1ccccc1-c1ccc(/C=N/Nc2nc(N3CCCC3)nc(N3CCCC3)n2)o1,i,i,i,i,i,i,i,i,i,i,i
Cc1ccc(N2CCN(C3=NC(=O)/C(=C\c4cn[nH]c4-c4ccccc4)S3)CC2)cc1,i,i,i,i,i,i,i,i,i,i,i
COc1ccc(C2=NS(=O)(=O)N(C)C(C(=O)NC3CCCCC3)=C2)cc1OC,i,i,i,i,i,i,i,i,i,i,i
COc1ccc(CCNC(=O)CSc2nc3[nH]ncc3c(=O)n2-c2ccc(Cl)cc2Cl)cc1OC,i,i,i,i,i,i,i,i,i,i,i
CC(=O)c1ccc(NC(=O)CSC(C)C)cc1,i,i,i,i,i,i,i,i,i,i,i
O=c1[nH]c(=O)n(Cc2ccco2)c2c1C(C(F)(F)F)(C(F)(F)F)N=C(CCC1CCCCC1)N2,i,i,i,i,i,i,i,i,i,i,i
CN(C)c1ccc(C(C#N)c2ccccc2)nn1 (configuration not stated),i,i,i,i,i,i,i,i,i,i,i
COc1cccc(NC(=O)C(C#N)Cc2ccncc2)c1 (configuration not stated),i,i,i,i,i,i,i,i,i,i,i
O=C(Nc1ccccc1)N(Cc1cccs1)C1CCCC1,i,i,i,i,i,i,i,i,i,i,i
NNC(=O)CSc1ncc(-c2ccccc2)[nH]1,i,i,i,i,i,·,i,i,i,i,i
COC(=O)Cc1ccc(NC(=S)NCc2ccc(S(N)(=O)=O)cc2)cc1,i,i,i,i,i,i,i,i,i,i,i
O=C(O)c1cc2cccc(S(=O)(=O)N3CCOCC3)c2cc1O,i,i,i,i,i,i,i,i,i,i,i
CCCCC[C@H]1CN(CCCC)C(=O)[C@@H]1CC(=O)NCc1ccccc1,i,i,i,i,i,i,i,i,i,i,i
O=C(Nc1ccccc1)NC1(C(=O)N2CCN(C(=O)c3ccco3)CC2)CCCCC1,i,i,i,i,i,i,i,i,i,i,i
Cc1cccc(Cn2nc(C(C)(C)C)cc2C(=O)Nc2ccc(F)cc2)c1,i,i,i,i,i,i,i,i,i,i,i
CCCc1cc(=O)[nH]c(SCC(=O)NCc2ccc3c(c2)OCO3)n1,i,i,i,i,i,i,i,i,i,i,i
COc1cc(C2NC(=O)NC(c3ccccc3)=C2C(C)=O)ccc1OCC(=O)O (configuration not stated),i,i,i,i,i,i,i,i,i,i,i

# Only TRPC4 block, MrgX1 allo act and ANO1 activ, for four of the compounds above:
SMILES,TRPC4 block,MrgX1 allo act,ANO1 activ
Fc1ccc(-c2noc(C3CCN(Cc4cccnc4)CC3)n2)cc1,i,i,i
Cc1ccc(Cl)cc1N1CCN(C(=O)Cc2c(C(=O)O)[nH]c3ccc(Cl)cc23)CC1,i,i,i
O=C(Nc1ccccc1)N(Cc1cccs1)C1CCCC1,i,i,i
CC(=O)c1ccc(NC(=O)CSC(C)C)cc1,i,i,i

# Remaining list, next part:
SMILES,TRPC4 PAM,RGS4 block,TMEM16A inh,ANO1 activ,TRPC6 inhibitor,TRPC4 block,TRPC6 activator,MrgX1 allo act,MrgX1 antagonist,MrgX1 ag,TRPC4 agonist
CCOC(=O)c1c(NC(=O)CSc2nc3cccnc3n2C)sc(C(C)=O)c1C,i,i,i,i,i,i,i,i,i,i,i
CCN(CC)CCCn1c(C)cc2c(c1=O)C(c1cc(OC)c(OC)cc1OC)C(C#N)=C(N)O2 (configuration not stated),i,i,i,i,i,i,i,i,i,i,i
CC(=O)Nc1ccccc1NC(=O)C/C(C)=N/NC(=O)c1ccc([N+](=O)[O-])c(Cl)c1,i,i,i,i,i,i,i,i,i,i,i
CNC(=O)COC(=O)/C=C/c1ccc(F)cc1,i,i,i,i,i,i,i,i,i,i,i
CCCCNC(=O)CCn1c(=O)c2ccccc2n(Cc2cc(C)ccc2C)c1=O,i,i,i,i,i,i,i,i,i,i,i
Cc1ccc(CN(C(=O)c2cc(=O)c3cc(Cl)c(C)cc3o2)C2CCS(=O)(=O)C2)cc1 (configuration not stated),19*,i,i,i,i,i,i,i,i,i,i
CCCN(Cc1cc2cc(OC)ccc2[nH]c1=O)C(=O)c1ccco1,i,i,i,i,i,i,i,i,i,i,i
